Assay outcomes as filed in PubChem BioAssay.
Pf growth 48h: inhibits P. falciparum growth in the first generation, 48 h. P. falciparum luciferase growth in erythrocytes, 48 h. Potency, µM (highest dose often 28.7 µM), inactives show at the top dose activity change, negative = inhibition, hits mostly inhibitors. 310,000 tested, 5.9% active; also: potency is read from the fitted curve at half-maximal effect; % is scaled to controls: 0 for no effect and ±100 for the full control effect
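Luciferase-expressing P. falciparum in infected erythrocytes (2% hematocrit, 0.1% parasitemia final) in RPMI 1640/0.5% Albumax were exposed to compound for 48 hours at 37 C, 5% CO2; growth read as luminescence.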
HCV inh: inhibitors of hepatitis C virus infection; Huh7.5.1 HCVcc-Cre infection, luciferase reporter, 44 h; Potency, µM (titrated, usually from 41.8 µM), for the others: top-dose activity change, negative = inhibition, most hits filed as inhibitors; 340,000 tested, 3.4% active; also: potency is read from the fitted curve at half-maximal effect; % is scaled to controls: 0 for no effect and ±100 for the full control effect
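Reporter virus HCVcc-Cre (~0.5 moi) infects cells exposed to compound; seeding density 1,000 cells/well with 4 h settling beforehand. Luminescence, 15 sec read, taken 44 h post-infection following a 15 min RT substrate incubation.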
Pf growth 96h: inhibits malaria parasite growth, 96 h; P. falciparum luciferase reporter growth, 96 h; 320,000 tested, 6.9% active; Potency, µM (highest dose often 28.7 µM), without a hit: at the top dose activity change, negative = inhibition, usual class: inhibitors; also: potency is read from the fitted curve at half-maximal effect; % is scaled to controls: 0 for no effect and ±100 for the full control effect
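P. falciparum expressing integrated firefly luciferase grown in erythrocytes (2% hematocrit, 0.05% parasitemia final) with compounds for 96 hours at 37 C, 5% CO2. Growth inhibition read as loss of luminescence after adding luciferase detection reagent.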
FBPA Giardia inh: blocks Giardia fructose-bisphosphate aldolase activity. purified Giardia FBPA. A8B2U2. Potency, µM (top dose mostly 59.6 µM), for inactives: at the top dose activity, negative = inhibition, hits mostly inhibitors. 290,000 tested, 0.71% active; also: potency is read from the fitted curve at half-maximal effect; % is scaled to controls: 0 for no effect and ±100 for the full control effect; nearly all actives have a fitted effect of over 55% in size
Target sequence (A8B2U2 whole entry, looked up): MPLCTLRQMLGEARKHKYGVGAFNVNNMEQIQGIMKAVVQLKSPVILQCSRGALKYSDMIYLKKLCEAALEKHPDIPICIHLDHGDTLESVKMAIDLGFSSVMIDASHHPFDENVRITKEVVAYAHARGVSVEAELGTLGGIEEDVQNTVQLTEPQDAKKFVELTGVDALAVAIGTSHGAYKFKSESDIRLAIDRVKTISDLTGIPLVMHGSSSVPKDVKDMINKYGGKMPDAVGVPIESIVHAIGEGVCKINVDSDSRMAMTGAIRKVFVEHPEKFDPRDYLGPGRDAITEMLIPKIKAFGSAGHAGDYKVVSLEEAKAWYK
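Giardia FBPA (40 nM reagent) was preincubated 10 min at RT with compound (up to 57.5 uM final), then substrate plus GAPDH/TPI/NAD/arsenate coupling system with diaphorase/resazurin was added; resorufin fluorescence (525/598 nm) was read after 20 min.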
CHX counter: counter-screen hit for Shiga toxin inhibitors, cycloheximide; cell reporter, cycloheximide protein synthesis inhibition counterscreen; max response, %; 300,000 tested, 12% active; in the data active = max response mostly above about 13%, no sharp cut-off; inactive = mostly below about 14%; also: read at 38.3 µM for the half of the compounds with a filed dose; 0% is about no effect
Shiga inhibitor: Shiga toxin inhibition; Vero cells, Shiga toxin protein synthesis inhibition reporter; inhibition, % at 38.7 µM; 290,000 tested, 9.2% active; AID 2315; in the data active = inhibition mostly above about 28%, no sharp cut-off; inactive = mostly below about 43%; also: 0% is about no effect
Starred values were filed as active, the others as inactive; ? = inconclusive; / = not tested or not shown; + = active, no number; & = joins results of further samples; [ ] = another dose, or the depositor's remark. Unless noted, calls follow the shape of the dose curve; as a rule, active = well fitted curve in the direction sought with a large enough effect; inconclusive = small, poorly fitted or top-dose-only effect, or another doubt; inactive = no such curve, though single readings can be large; an effect the other way counts as inactive or inconclusive.

SMILES	Pf growth 48h	HCV inh	Pf growth 96h	FBPA Giardia inh	CHX counter	Shiga inhibitor
COc1ccc(S(=O)(=O)N2CCN(C(=O)NC3CCCCC3)CC2)cc1OC	?	/	-16%	-2%	5	18
COC(=O)c1ccccc1NC(=O)c1cc(-c2ccc(C)cc2)on1	14%	17%	/	-1%	0	-4
CC(=O)Nc1ccc(/C=N/NC(=O)CNS(=O)(=O)c2ccccc2)cc1	?	3%	28%	1%	1	4
O=C(/C=C/c1ccccc1)N/C(=C/c1ccccc1)C(=O)Nc1ccccc1O	30%	?	43%[activator]	7%	8	25
CC(=O)C1=C(O)C(=O)N(Cc2ccco2)C1c1ccccc1F (stereo not drawn)	38%[activator]	-5%	?	-13%	3	2
CC(C)CCSc1nc2[nH]ncc2c(=O)[nH]1	?	21%	13%	3%	-11	7
C=C(C)COc1ccc2c(C)c(CC(=O)N3C[C@H]4C[C@@H](C3)c3cccc(=O)n3C4)c(=O)oc2c1	?	-9%	?	0%	1	-2
NC(=O)c1ccccc1NS(=O)(=O)Cc1ccc(Cl)cc1	0%	14%	-21%	-8%	-1	9
O=C(NCCS(=O)(=O)N1CCN(c2ccc(F)cc2)CC1)C12CC3CC(CC(C3)C1)C2	12µM*	?	-9%	/	/	/
C/C(=N\NC(=O)c1cccc([N+](=O)[O-])c1)c1cccs1	64%[activator]	7%	36%[activator]	-3%	13	39*
CCOC(=O)N1CCc2c(sc(NC(=O)CCS(=O)(=O)c3ccccc3)c2C(N)=O)C1	?	?	15µM*	/	7	-13
COc1cc(OC)cc(C(=O)N[C@H](C(=O)NCCc2ccc(S(N)(=O)=O)cc2)C(C)C)c1	-13%	-2%	-17%	-1%	-2	-6
CS(=O)(=O)N(CC(=O)Nc1ccc(F)cc1)C1CCCCC1	34%	14%	19%	4%	-2	19
CC(c1ccccc1)N1C(=O)c2ccc(C(=O)NCc3ccco3)cc2C1=O (stereo not drawn)	-4%	-6%	44%[activator]	2%	6	0
COc1ccc(C)cc1NC(=O)C(=O)NCc1ccncc1	4%	-9%	?	1%	-8	57
CCCCCCCCCCCCCCCC(=O)OC[C@@H](COP(=O)([O-])OCC[N+](C)(C)C)OC(=O)CCCCCCCCCCCCCCC	/	/	/	5%	7	-6
CN(C)c1ccc(C(=O)N(Cc2ccccc2)Cc2ccccc2)cc1	-4%	-15%	15µM*	13%	-4	-7
COc1ccccc1N1CC(C(=O)Nc2nnc(SCC(=O)NC(C)C)s2)CC1=O (stereo not drawn)	17%	17%	1%	/	0	4
Cc1noc(C)c1-c1ccc2ncnc(NCc3ccccc3F)c2c1	/	/	/	0%	14	14
COc1ccc(CN(N=O)C2CC(=O)N(c3ccc(OC)cc3)C2=O)cc1 (stereo not drawn)	10%	28%	?	3%	-1	-5
NS(=O)(=O)c1ccc(NC(=O)N[C@@H](Cc2ccccc2)C(=O)O)cc1	0%	10%&17%	12%	-1%	-2	-5
CC(=O)Nc1ccc(S(=O)(=O)Nc2nc3ccccc3nc2Nc2ccc(O)cc2)cc1	20%	13%	4%	13%	-1	8
O=C(Nc1ccc(Cl)c(Cl)c1)Nc1ccon1	1%	?	77%[activator]	-1%	18*	15
c1ccc2nc(N3CCN(Cc4ccc5c(c4)OCO5)CC3)cnc2c1	8%	-24%	34%[activator]	1%	10	52
NS(=O)(=O)c1cc(C(=O)OCC(=O)c2ccccc2)c(Cl)cc1Cl	0%	6%	44%[activator]	-6%	-2	13

(further entries)
SMILES	Pf growth 48h	HCV inh	Pf growth 96h	FBPA Giardia inh	CHX counter	Shiga inhibitor
COc1ccc(C(=O)NCc2ccc(C)cc2)cc1S(=O)(=O)N1CCCC1	-27%	?	?	/	/	/
O=C(O)C1CCN(Cc2ccccn2)CC1	-7%	-1%	15%	-19%	-2	-2
CN(C)CCOCCOc1ccccc1-c1ccccc1	?	?	?	/	-5	11
COc1ccc(C)cc1S(=O)(=O)Nc1cc2c3c(c1)C(C)C(=O)N3CCC2 (stereo not drawn)	?	8%	?	/	/	/
CC1CC(C)(C)NC(=S)N1CCCC(=O)Nc1ccc(F)cc1 (stereo not drawn)	-9%	0%	?	1%	-3	-3
CN(C)C(CNC(=S)Nc1cccc(Cl)c1)c1cccnc1 (stereo not drawn)	-7%	-12%	?	-1%	-2	-5
CC(C)C(C(=O)NCC1CCCO1)N(Cc1ccco1)C(=O)CNS(=O)(=O)c1ccc(F)cc1 (stereo not drawn)	?	?	/	?	-3	-6
COc1ccc(NC(=O)c2cnc(SC)n2-c2ccc(F)cc2)c(OC)c1	-6%	?	-15%	3%	-2	-1
O=C(Cc1ccccc1)Nc1cccc(-c2nnc(-c3ccco3)o2)c1	6%	?	-14%	-2%	30*	86*
Cc1cccc2cc(C#N)c(NCCCNS(=O)(=O)c3ccc(Cl)cc3)nc12	0%	8.9µM*	-24%	-5%	-1	-3
O=C(c1ccc2c(c1)OCO2)N1CCN=C1SCc1cccnc1	/	-2%	-21%	-2%	1	3
CCOC(=O)c1ccccc1NC(=O)Cn1cnc2c1c(=O)n(C)c(=O)n2C	-9%	-5%	0%	-3%	-1	2
COc1ccc(S(=O)(=O)NCc2ccc(C(=O)N3CCC4(CC3)OCCO4)cc2)cc1	2%	18%	?	2%	-5	17
CC1(C)C2CCC1(C)C(NC1=NCCC1)C2 (stereo not drawn)	13%	9%	7%	0%	-4	-12
Cc1coc2c1c(C)cc1oc(=O)c(CC(=O)N[C@H](C(=O)O)C(C)C)c(C)c12	13%	0%	14%	-1%	-2	18
CCN(CC(=O)Nc1ccc2c(c1)OCCO2)C(=O)/C=C/c1cccc(OC)c1OC	44%[activator]	?	67%[activator]	/	/	/
CC(=O)n1cc([C@H]2C=C(C(=O)N3CCN(Cc4ccc5c(c4)OCO5)CC3)O[C@@H](OCc3ccc(CO)cc3)C2)c2ccccc21	4.7µM*	?	3.3µM*	-2%	-3	12
Fc1cccc(Cc2noc(CN3CCOCC3)n2)c1	13%	8%	-1%	0%	1	4
Cc1ccc(CNC(=O)c2nnn(CC(=O)Nc3cccc(C)c3C)c2N)cc1	7%	4%	9%	-5%	10	6
CCC(=O)OCC(=O)N=c1sccn1Cc1ccc(C)cc1	11%	-8%	-27%	/	-2	-19
CC(C)CC(=O)O/N=C1\C(=O)N(c2ccccc2)c2ccccc21	-29%	-4%	?	1%	-2	-1
COc1ccc(N(CC(=O)N2CCN(c3cccc(C)c3C)CC2)S(=O)(=O)c2c(C)noc2C)cc1	8.3µM*	?	13µM*	/	-3	-1
O=C(O)CCNc1cc(N2CCN(C(=O)c3ccco3)CC2)c2noc3c2c1C(=O)c1ccccc1-3	?	-2%	19%	?	-6	-6
Cc1nn(CC(=O)NCCc2cccs2)c(=O)c2cc3ccccc3n12	23%	-8%	30%[activator]	/	-1	-4
CCn1c(=O)c(C(=O)CN2CC(C)OC(C)C2)c(N)n(Cc2ccccc2)c1=O (stereo not drawn)	6%	2%	-8%	5%	-3	-9

Continued.
SMILES	Pf growth 48h	HCV inh	Pf growth 96h	FBPA Giardia inh	CHX counter	Shiga inhibitor
COc1ccc(C(C#N)N2N=C(c3ccccc3)CC2c2ccccc2)cc1OC (stereo not drawn)	35%[activator]	-28%	-10%	?	68*	44*
CN(C(=O)CCN1C(=O)S/C(=C\c2ccccc2)C1=O)C1CCS(=O)(=O)C1 (stereo not drawn)	?	10%	?	13%	1	-1
O=C(CCCC1=NS(=O)(=O)c2ccccc2N1)OCc1ccc(Cl)cc1	?	-12%	?	/	2	22
CCC(=O)NC(=S)Nc1ccc(Cl)cn1	8%	-4%	-14%	-16%	26	5
CC(=O)Nc1cccc(NC(=O)CCCC(=O)O)c1	3%	10%	-8%	-8%	-3	10
CCc1ccccc1NC(=O)CSc1ncn[nH]1	-8%	-18%	16%	-7%	3	14
COc1ccc2[nH]c3ccccc3c2c1	9%	?	/	-7%	32*	58
CCOc1ccc(NC(=O)CSC(N)=O)cc1	19%	?	-9%	-9%	-4	-8
CCOc1ccc(OCCC(=O)OCC(=O)NCc2ccccc2)cc1	3%	18%	1%	/	-2	-16
Cn1c(SCC(=O)Nc2ccc(C(N)=O)cc2)nnc1-c1cccs1	-3%	7%	?	6%	-4	-8
CCOC(=O)/C(C#N)=C/Nc1ccsc1C(C)=O	29%	-14%	-4%	-6%	8	21
CCOc1ccc(CCNC(=O)COC(=O)c2ccc(OC)c(OC)c2OC)cc1OCC	-17%	?	-2%	1%	-2	-3
CCC1(c2ccccc2)NC(=O)N(CC(=O)N(C)CC(=O)Nc2c(C)cccc2C)C1=O (stereo not drawn)	3%	4%	35%[activator]	/	-2	-9
CCc1ccc(-c2cc(C(=O)NCc3ccco3)c3ccccc3n2)s1	?	-13%	?	/	14	41
CN=c1scc(C)n1/N=C/c1ccc(O)cc1	206%[activator]	?	/	0%	38*	117*
CCOc1ccccc1-c1ccc(C(=O)O)s1	/	/	/	20%[89.2 µM]	44*	+
CCOc1ccc(CN(C)C(=O)c2cccnc2SC)cc1OC	-5%	-8%	6%	-5%	1	-8
CCOC(=O)c1c(C)oc2c1c1c(c3ccccc32)OCN(Cc2ccccn2)C1	104%[activator]	-12%	218%[activator]	?	35*	89*
CCCOc1ccc(-c2c(C(=O)N/N=C/c3ccc(OCC)cc3)nnn2-c2nonc2N)cc1	1%	-1%	?	3%	-4	-4
NC(N)=NS(=O)(=O)c1ccc(NC(=S)NC(=O)/C=C/c2ccco2)cc1	15%	25%	45%[activator]	0%	-2	-13
Cc1nc(N/N=C/c2ccccc2)nc(N(C)c2ccccc2)c1[N+](=O)[O-]	0%	-15%	?	3%	-2	-4
COc1ccc(Br)cc1CN(C)CC(=O)NCc1ccc(F)cc1	-4%	-25%	-10%	14µM*	-5	1
CCN(CC(=O)Nc1ccc(C)c(F)c1)CC(=O)NC(C)C	35%[activator]	12%	43%[activator]	-5%	-1	-4
Cc1cc(C)cc(NC(=O)COC(=O)CCn2c(C)csc2=O)c1	-14%	5%	?	/	/	/
O=S1(=O)N[C@@H](CC2=CCCCC2)C2CCCCC2O1 (stereo partly drawn)	29%	39%[activator]	40%[activator]	-9%	1	-4

Following part.
SMILES	Pf growth 48h	HCV inh	Pf growth 96h	FBPA Giardia inh	CHX counter	Shiga inhibitor
Cc1ccc(CN(C)C(=O)c2cc(COc3cccc(C(F)(F)F)c3)on2)o1	12%	-3%	28%	-1%	7	8
C/C(=N\NC(=O)c1cccc(S(=O)(=O)N2CCOCC2)c1)c1ccc(O)cc1	-20%	?	0.59µM*	/	/	/
CC(=O)Nc1ccc(S(=O)(=O)NCC(C)NS(=O)(=O)c2ccc(NC(C)=O)cc2)cc1 (stereo not drawn)	-1%	6%&2%	-4%	0%	-3	-3
O=C(CN1CCNCC1)Nc1ccccc1Cl	/	9%	?	2%	-3	-7
CCc1noc(C)c1C(=O)N(CC)CC(=O)Nc1cc(Cl)ccc1C	-12%	-3%	-23%	/	/	/
COc1ccc(Cl)cc1NS(=O)(=O)c1cc(Cl)ccc1OC	-14%	15%	-9%	-3%	1	-7

One compound at a time, from the list above.
`O=C(CN1CCNCC1)Nc1ccccc1Cl` as listed: Pf growth 48h: /; HCV inh: 9%; Pf growth 96h: ?; FBPA Giardia inh: 2%; CHX counter: -3; Shiga inhibitor: -7
`C/C(=N\NC(=O)c1cccc(S(=O)(=O)N2CCOCC2)c1)c1ccc(O)cc1` as listed: Pf growth 48h: -20%; HCV inh: ?; Pf growth 96h: 0.59µM*; FBPA Giardia inh: /; CHX counter: /; Shiga inhibitor: /
`CCc1noc(C)c1C(=O)N(CC)CC(=O)Nc1cc(Cl)ccc1C` as listed: Pf growth 48h: -12%; HCV inh: -3%; Pf growth 96h: -23%; FBPA Giardia inh: /; CHX counter: /; Shiga inhibitor: /
